From PubChem
UPR XBP1 act – activators of adaptive XBP1 UPR arm, primary screen, cell-based, CHO-XBP1 luciferase reporter, luminescence, uHTS. activation, % at 20 µM. IRE1-XBP1 UPR activation; percent of tunicamycin response, DMSO as zero. actives 0.33% (n = 330,000);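 active means versus positive control, 20 µM dose yields 30% or more activation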;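 further: 100% = tunicamycin at 10 µg/mL and 0% = DMSO only wells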
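Signal: luciferase luminescence; Assay system: CHO-XBP1 luciferase reporter cells; Amount: one thousand reporter cells per well; Dosing: 20 µM single concentration, DMSO 1%; Benchmarks: high control tunicamycin 10 µg/mL final, low control DMSO vehicle only; Schedule: 6 h compound exposure at 37 °C, 5% CO2; Evaluation: percent activation relative to tunicamycin reference.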
APJ antagonist – antagonists of human apelin receptor APJ, primary screen, CHO-K1 cells, beta-arrestin complementation, luminescence; P35414; inhibition, % at 20 µM; actives 0.32% (n = 330,000);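 active means inhibition above about 40% at 20 µM, limit read from the data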;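 further: cells challenged with 10 nM apelin-13 agonist together with compound; plate controls were apelin-13 plus DMSO wells for no effect and DMSO wells lacking apelin-13 for full effect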
Target sequence (P35414 whole entry, looked up): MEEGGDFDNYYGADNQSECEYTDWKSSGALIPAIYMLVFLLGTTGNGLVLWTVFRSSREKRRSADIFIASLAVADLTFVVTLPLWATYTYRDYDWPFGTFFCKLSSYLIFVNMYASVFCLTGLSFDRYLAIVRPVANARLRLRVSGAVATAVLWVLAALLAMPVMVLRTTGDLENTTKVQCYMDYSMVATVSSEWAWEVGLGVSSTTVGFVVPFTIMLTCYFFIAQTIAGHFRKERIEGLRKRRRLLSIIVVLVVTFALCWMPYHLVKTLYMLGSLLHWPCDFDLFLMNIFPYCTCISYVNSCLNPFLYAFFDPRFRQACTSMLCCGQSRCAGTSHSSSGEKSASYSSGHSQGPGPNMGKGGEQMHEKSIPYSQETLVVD
Mdm2 MdmX PPI – inhibitors of human Mdm2-MdmX association, primary screen, cell-based, luminescence, split luciferase, SaOS-2, uHTS; AID 485346, 2010; inhibition, % at 8 µM; actives 3% (n = 330,000); SaOS-2 split-luciferase Mdm2/MdmX complementation; Protein Mdm4 (Homo sapiens) + E3 ubiquitin-protein ligase Mdm2 (Homo sapiens), …;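 active means inhibition of at least 50% at 8 µM in the primary screen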
CXCR6 block – CXCR6 receptor inhibitors, primary screen, cell-based, beta-arrestin, luminescence, CHO-K1 PathHunter, 1536-well; inhibition, % at 20 µM; AID 602244, 2012; C-X-C chemokine receptor type 6 (Homo sapiens), O00574; actives 0.36% (n = 360,000); in the data active means inhibition above about 34%, passing the limit was not always enough;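 further: antagonist mode with CXCL16 agonist at 10 nM final; 0% = 10 nM CXCL16 with DMSO and 100% = unstimulated wells without agonist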
Target sequence (O00574 whole entry, looked up): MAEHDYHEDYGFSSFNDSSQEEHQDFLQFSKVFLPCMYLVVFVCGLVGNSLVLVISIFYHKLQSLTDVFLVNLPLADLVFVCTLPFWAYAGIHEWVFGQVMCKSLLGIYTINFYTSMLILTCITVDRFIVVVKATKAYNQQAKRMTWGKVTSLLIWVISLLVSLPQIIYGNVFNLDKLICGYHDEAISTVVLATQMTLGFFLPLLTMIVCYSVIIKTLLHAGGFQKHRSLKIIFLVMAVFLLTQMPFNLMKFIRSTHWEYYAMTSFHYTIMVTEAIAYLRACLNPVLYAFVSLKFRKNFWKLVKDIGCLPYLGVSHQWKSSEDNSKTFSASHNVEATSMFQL
CCR6 antag – CCR6 receptor antagonists, primary screen, cell-based, CHO-K1, luminescence, beta-arrestin, uHTS; CHO-K1 CCR6 PathHunter beta-arrestin, CCL20-stimulated; inhibition, % at 20 µM; actives 0.49% (n = 340,000); AID 493098, 2011;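 active means compounds whose inhibition of the agonist-driven luminescence signal at 20 µM reaches about 50%, limit read from the data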;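 further: cells stimulated with CCL20 at 14 nM final; plate controls were DMSO with CCL20 for no effect and DMSO without agonist for full effect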
CHOP UPR activ – activators of apoptotic CHOP UPR arm, primary screen, cell-based, CHO-CHOP luciferase reporter, luminescence, uHTS | activation, % at 10 µM | actives 0.34% (n = 330,000) | UPR activation; percent of tunicamycin response over DMSO baseline;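 active means at 10 µM dose, activation of 40% or more, normalized to positive control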;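 further: 100% = tunicamycin at 10 µg/mL and 0% = DMSO alone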
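Evaluation: % reporter activation, DMSO baseline versus tunicamycin full activation; System: CHO-CHOP luciferase reporter cell line; Input: 500 cells/well; Incubation: 6 h compound treatment, 37 °C; Measured by: Steady-Glo luciferase luminescence; Dosing: one dose, 10 µM in 0.5% DMSO; Buffer or medium: F12 medium, 10% FBS; Benchmarks: positive tunicamycin 10 µg/mL, negative DMSO alone.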
APJ ag – agonists of human apelin receptor APJ, primary screen, CHO-K1 cells, PathHunter beta-arrestin, luminescence. 0% DMSO wells, 100% apelin. actives 0.11% (n = 330,000). activation, % at 20 µM. P35414;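 active means activation more than six SD over the plate average, tested at 20 µM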;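 further: 0% = DMSO alone and 100% = apelin-13 at 10 nM; some results filed as inactive read as strong as hits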
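Test system – PathHunter CHO-K1 APJ (AGTRL-1) beta-arrestin reporter cells · Input – 1000 cells/well · Compound – single test compound dose, 20 µM final, 1% DMSO · Times – compound stimulation 90 min at 25 °C, detection 60 min · Technique – beta-gal luminescence · Read-out basis – APJ–arrestin association signal · Control set – negative DMSO alone, positive Apelin-13 at 10 nM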
EBI2 block – EBI2 receptor antagonists, beta-arrestin recruitment, primary screen, cell-based, luminescence, 7a,25-OHC stimulation, uHTS; G-protein coupled receptor 183 (Homo sapiens), P32249; 7a,25-OHC stimulated; inhibition, % at 5 µM; actives 0.81% (n = 360,000); AID 651636, 2012; in the data active means inhibition above about 38%;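 further: enzyme fragment complementation signal reports receptor beta-arrestin coupling in cells; 0% = agonist plus DMSO wells and 100% = wells without agonist; some results beyond the cut were filed as inactive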
Target sequence (P32249 whole entry, looked up, the tested form may be a part): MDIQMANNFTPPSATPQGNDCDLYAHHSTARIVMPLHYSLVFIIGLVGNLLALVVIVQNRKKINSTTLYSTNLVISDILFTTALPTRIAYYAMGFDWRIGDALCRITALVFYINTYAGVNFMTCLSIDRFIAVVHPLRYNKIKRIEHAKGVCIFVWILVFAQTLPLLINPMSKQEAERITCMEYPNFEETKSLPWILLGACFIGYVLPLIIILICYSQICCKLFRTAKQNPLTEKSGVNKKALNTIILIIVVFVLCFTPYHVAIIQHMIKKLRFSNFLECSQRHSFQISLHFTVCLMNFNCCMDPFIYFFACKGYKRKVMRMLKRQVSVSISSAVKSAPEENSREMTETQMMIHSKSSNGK
tim23-1 inh – growth inhibitors of tim23-1 mutant yeast, primary screen, luminescence, uHTS | S. cerevisiae tim23-1 growth, BacTiter-Glo luminescence, 24 h | inhibition, % at 20 µM | actives 1.3% (n = 330,000) | AID 463212, 2010;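 active means growth inhibition of the mutant yeast at or above 50%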;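 further: temperature-sensitive mutant grown at 25 °C; plate controls were DMSO-treated mutant yeast for no effect and medium wells lacking yeast for full effect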
* = called active by the depositor; . = not tested or not shown. Not all compounds are listed; count on the stated rates, not on these rows.

Values run as follows: UPR XBP1 act | APJ antagonist | Mdm2 MdmX PPI | CXCR6 block | CCR6 antag | CHOP UPR activ | APJ ag | EBI2 block | tim23-1 inh
- CCC1(C(=O)O)NC(c2cccc(OC)c2O)C2C(=O)N(c3ccccc3)C(=O)C21 (stereo unspecified)
    -1 | 3 | 11 | -5 | -4 | 0.7 | -2 | -6 | 11
- O=C(c1ccc(CNS(=O)(=O)c2ccc(Br)cc2)cc1)N1CCCCCC1
    -10 | -13 | 12 | -8 | 15 | -1.2 | -3 | -4 | 17
- Cc1ccccc1/C=C1\OC(=O)c2ccccc21
    3 | 16 | 10 | -4 | 17 | 4.5 | -6 | -4 | -1
- CCNC(=S)N1CCN(CCN=CC2=C(O)CC(C)(C)CC2=O)CC1
    -2 | -4 | 9 | -4 | -1 | 0.7 | -3 | 0 | 11
- CC1CCCCN1C(=O)CN1CCN(S(=O)(=O)c2ccc(Br)cc2Cl)CC1 (stereo unspecified)
    -3 | 1 | -19 | 2 | 11 | -0.5 | -5 | -2 | 52*
- Cc1nnc(SCc2nc3sc4c(c3c(=O)[nH]2)CCCC4)n(N)c1=O
    3 | 25 | 18 | . | 17 | 3.9 | -3 | . | 17
- Cc1cc(NC(=O)COn2nnc3ccccc32)no1
    -3 | 12 | 4 | -1 | -6 | 2.0 | 0 | -8 | 8
- CCOC(=O)CN(Cc1ccccc1)S(=O)(=O)c1ccc(NC(C)=O)cc1
    0 | 2 | 2 | 4 | 4 | 0.7 | 1 | -1 | 26
- O=C(Nc1ccc(-c2csc(Nc3ccc(Cl)cc3)n2)cc1)c1cc([N+](=O)[O-])cc(C(F)(F)F)c1
    4 | -114 | 71* | -11 | 5 | 6.6 | 18 | -18 | 25
- N#Cc1nc(-c2ccc(OCc3ccccc3)cc2)oc1NCc1ccco1
    2 | -13 | 8 | -2 | 8 | -1.0 | -1 | 0 | -2

Part of the list above, set out differently.
structure	UPR XBP1 act	APJ antagonist	Mdm2 MdmX PPI	CXCR6 block	CCR6 antag	CHOP UPR activ	APJ ag	EBI2 block	tim23-1 inh
CC1CCCCN1C(=O)CN1CCN(S(=O)(=O)c2ccc(Br)cc2Cl)CC1 (stereo unspecified)	-3	1	-19	2	11	-0.5	-5	-2	52*
Cc1nnc(SCc2nc3sc4c(c3c(=O)[nH]2)CCCC4)n(N)c1=O	3	25	18	.	17	3.9	-3	.	17

(further entries)
Values run as follows: UPR XBP1 act | APJ antagonist | Mdm2 MdmX PPI | CXCR6 block | CCR6 antag | CHOP UPR activ | APJ ag | EBI2 block | tim23-1 inh
- CC1=NNC(=O)C1CC(=O)N/N=C/C=C/c1ccccc1 (stereo unspecified)
    1 | 2 | 10 | -15 | 2 | -0.7 | 0 | 0 | 12
- COc1cccc(NC(=O)C(NCCC(C)C)c2ccccc2)c1 (stereo unspecified)
    1 | 5 | 5 | 6 | -6 | 0.3 | -5 | 4 | 14
- CCCC1C(=O)Nc2ccccc2N1C(=O)c1ccc(C(C)(C)C)cc1 (stereo unspecified)
    0 | 8 | 1 | 6 | 18 | -2.3 | -2 | 9 | 46
- O=C(O)CCCNC(=O)Cc1ccccc1
    -1 | -33 | 6 | 10 | 2 | 2.1 | -5 | -14 | 12
- Cc1ccc(OCC(=O)NNC(=O)CCC(=O)Nc2ccc(C)cc2C)cc1
    -2 | 10 | 15 | 2 | 7 | -0.2 | -4 | -1 | -19
- CCCS(=O)(=O)N1CCc2ccc(NC(=O)C3CCCO3)cc2C1 (stereo unspecified)
    -1 | 4 | 4 | -8 | 1 | 0.2 | -2 | 0 | 15
- CC(C)CCNC(=S)Nc1ccccc1F
    0 | -1 | -10 | -3 | 4 | 4.2 | 0 | -14 | 16
- Cc1ccc(C(=O)NC2CCCCNC2=O)cc1 (stereo unspecified)
    -1 | 16 | -10 | 6 | -8 | 4.1 | 3 | -10 | -5
- Cc1cccc([C@@H]2[C@@H]3C(=O)N(Cc4ccccc4)C(=O)[C@@H]3[C@]3(CC(C)C)C(=O)N(c4cccc(Br)c4)C(=O)N23)c1
    -2 | 7 | 25 | 1 | -2 | 2.8 | -3 | 3 | 12
- CC(C)c1ccc(/C=C/C(=O)Nc2nc3ccc([N+](=O)[O-])cc3s2)cc1
    50* | 24 | 56* | 3 | 12 | 17 | -1 | 9 | 4
- NC(=O)C1(C(N)=O)OC1c1ccc(Cl)cc1Cl (stereo unspecified)
    -3 | -23 | 21 | -1 | 9 | 2.0 | -4 | 12 | -2
- NC(=O)CC(NC(=O)c1ccccc1)c1ccc(NCc2ccccc2)c([N+](=O)[O-])c1 (stereo unspecified)
    0 | 21 | -15 | 14 | 27 | 1.9 | -3 | 2 | 16
- O=C(Nc1ccc(N2CCCC2)cc1)C(Cl)c1ccccc1 (stereo unspecified)
    -1 | -7 | -5 | -2 | 7 | 5.8 | 2 | -5 | 5
- Cc1cccc(C)c1OCC(=O)Nc1c(C)nn(C)c1C
    -2 | -15 | 11 | 2 | 6 | 2.0 | -1 | -6 | -1
- Oc1ccc(/C=N/Nc2nc(N3CCCC3)nc(N3CCCC3)n2)cc1O
    67* | 1 | -10 | -6 | 5 | 257* | -2 | 0 | -15
- CCC(=O)Nc1cccc(C2=NOC3(C2)C[C@@H](C(N)=O)N(C(=O)COc2ccc(Cl)cc2)C3)c1 (stereo partly specified)
    0 | -6 | 22 | 2 | 10 | -1.9 | 7 | -8 | 15
- O=C(NC1=NCCS1)c1cc(-c2ccc(-c3ccccc3)cc2)nc2ccccc12
    17 | 3 | -99 | 5 | 5 | 10 | -3 | 29 | 8
- CCn1c(=O)n(CC)c2cc(N)ccc21
    0 | 6 | 11 | -8 | 8 | -2.5 | -1 | -1 | -4
- C[C@]12c3[nH]c4ccc(Cl)cc4c3CCN1C(=O)[C@@H](CC(=O)NCCc1ccccn1)C[C@@H]2C(=O)N1CCCCC1
    1 | . | 6 | -3 | 19 | 4.4 | . | -4 | 32
- CCOC(=O)c1ccc(NC(=O)COc2ccccc2CNCCO)cc1
    -3 | 1 | 0 | 3 | 8 | 0.1 | -3 | 3 | 5
- O=C(O)c1cccc(S(=O)(=O)N2CCN(S(=O)(=O)c3ccc4ccccc4c3)CC2)c1
    -1 | -7 | 9 | -10 | 10 | -2.0 | 1 | -3 | -10
- O=C(COC(=O)c1n[nH]c2ccccc12)c1cccc(Br)c1
    -1 | 7 | 8 | -3 | 2 | 5.5 | 1 | 2 | 50*
- Cc1occc1C(=O)N1CCN(C(=O)C2CCCO2)CC1 (stereo unspecified)
    0 | 21 | 14 | -4 | 4 | -0.2 | 6 | -11 | 32
- COc1ccc(N=C2CCS(=O)(=O)c3sccc32)cc1
    4 | -11 | 3 | -2 | 14 | -0.5 | -3 | -3 | -4
- CC1CCCCC1NC(=O)COc1cccnc1[N+](=O)[O-] (stereo unspecified)
    0 | 8 | 1 | -3 | 10 | -1.3 | -1 | -8 | 6
- S=c1[nH]nc(COc2ccccc2)n1/N=C/c1ccc(Cl)cc1Cl
    -2 | 16 | -18 | 7 | 16 | 1.2 | -3 | 0 | -2
- COc1cccc(N2CCN(S(=O)(=O)c3cc4c(cc3Cl)NC(=O)CO4)CC2)c1
    10 | -14 | 22 | 3 | 4 | 2.2 | -2 | 9 | -2
- CC(CCc1ccc(O)cc1)NCc1ccc(Cl)cc1Cl (stereo unspecified)
    -4 | 12 | 14 | 2 | 13 | -0.7 | 1 | 11 | 5
- Cc1ccc(NC(=O)CN(C)CC(=O)Nc2ccccc2C#N)cc1
    -3 | -6 | 6 | -6 | 4 | -0.5 | 0 | -6 | 5
- Cc1ccc(-n2nc3c(=O)n(CCCC(=O)NCc4ccccc4Cl)nc(C)c3c2C)cc1
    1 | 12 | 22 | 10 | 15 | 6.3 | 2 | -4 | 28
- CO/N=C/c1c(-c2ccccc2)nn(C)c1Cl
    4 | -18 | 1 | 0 | 6 | 0.8 | 0 | -2 | 13
- CC(C)CN(C(=O)COc1ccc(C(C)(C)C)cc1)C1CCS(=O)(=O)C1 (stereo unspecified)
    -2 | 2 | 23 | 0 | 2 | -2.2 | -6 | 0 | 8
- CCCC(=O)Nc1ccc2c(c1)nc1n2CCN(CCOC)C1
    0 | -2 | -11 | -2 | 4 | -0.2 | -2 | -3 | 6
- COc1cc(C(c2c(C)[nH][nH]c2=O)c2c(C)[nH][nH]c2=O)cc(Cl)c1O
    -5 | 16 | 13 | 10 | 1 | -0.5 | -1 | -4 | -3
- CCC(C)N(C(=O)COC(=O)c1cc([N+](=O)[O-])ccc1N1CCOCC1)C1CCS(=O)(=O)C1 (stereo unspecified)
    3 | 14 | 10 | 8 | 10 | -0.8 | -1 | -6 | 0
- CCc1cccc2c(C(=O)COC(=O)c3ccc([N+](=O)[O-])s3)c[nH]c12
    5 | -39 | 6 | -28 | -10 | 0.1 | 9 | 4 | -93
- O=C(CCCCCn1c(=O)[nH]c2ccccc2c1=O)N1CCN(Cc2ccc3c(c2)OCO3)CC1
    0 | 2 | 17 | -7 | 17 | 0.2 | -4 | 11 | 10
- CN(C)CCSc1nc2cc(S(=O)(=O)N3CCCCC3)ccc2o1
    -2 | -4 | -12 | 3 | 4 | 0.0 | -2 | 1 | 2
- COC(=O)c1ccccc1NC(=O)Nc1cc(C)cc(C)n1
    0 | 14 | 8 | 1 | 12 | -0.4 | -2 | -10 | 4
- O=C(c1ccc(Cl)c(S(=O)(=O)N2CCOCC2)c1)N(Cc1nnc(-c2ccccc2Cl)o1)C1CC1
    -6 | -52 | 17 | 1 | 5 | -1.5 | -5 | -1 | -6
- Cc1ccc(S(=O)(=O)NC(=O)NC(C)(C)C)cc1
    -2 | 6 | 13 | -7 | 15 | -0.1 | -2 | -3 | 7
- COCCNC(=O)C(c1ccco1)N(C(=O)Cn1nnc2ccccc21)c1ccc(C)cc1C (stereo unspecified)
    -3 | 1 | 11 | 1 | 9 | -0.1 | -4 | 1 | 4
- COc1cc(/C=C/C(=O)OCC(=O)NCc2ccco2)cc(OC)c1OC
    4 | 5 | -12 | 0 | 1 | 0.7 | -2 | 2 | 11
- O=c1c2ccccc2oc2c1oc1ccccc12
    2 | . | -41 | 7 | 12 | 6.1 | . | -11 | 39
